Assay outcomes from PubChem BioAssay.
A-T KAP1 phos: candidate therapy for ataxia-telangiectasia; […] A-T fibroblasts, KAP-1 phosphorylation AlphaLISA; neocarzinostatin DNA damage 30 min before lysis; Potency, µM (highest dose often 57.5 µM), for inactives: top-dose activation, most hits filed as activators; 320,000 tested, 0.19% active; further: potency means the concentration at half of the fitted maximal effect; % of control where 0% means no effect; nearly all actives have a fitted effect of over 45% in size
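ATM-like activity read as KAP-1 phosphorylation via AlphaLISA donor/acceptor antibody pairs after lysis and 6 hr at 25C. Cells were ATM-null patient fibroblasts ([…], hTERT), dosed 60 min, then exposed to the DSB inducer NCS for 30 min.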
KCNH2 3.1 inh: inhibitors of human KCNH2 3.1 potassium channel isoform; 340,000 tested, 0.95% active; U2OS KCNH2 3.1, thallium flux FluxOr; stronger effect = lower value; activity change, % (tested at about 1.8 µM);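 active means maximum activity change below -70%; inconclusive means maximum activity change from -70% to -50%; inactive means maximum activity change above -50%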;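 further: thallium influx rate constant from kinetic fluorescence after stimulation buffer; on the % scale 0 is the no-effect control and ±100 the full control effect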
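Thallium flux read-out: FluxOr dye with Red40 quencher in HBSS/HEPES, 45 min at RT. Rate constants from kinetic reads were normalized to positive and negative DMSO controls. Cells: U2OS virally expressing the 3.1 isoform.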
Mito fusion yeast: blocks mitochondrial division or promotes mitochondrial fusion; S. cerevisiae fusion-defective mutant growth rescue, CellTiterGlo 48 h; Potency, µM (highest dose often 46.1 µM), for inactives: top-dose growth rescue (activation), usual class: activators; 320,000 tested, 0.23% active; AID 485298;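 further: potency means the concentration at half of the fitted maximal effect; % of control where 0% means no effect; nearly all actives have a fitted effect of over 45% in size; temperature-sensitive fusion mutants such as fzo1-1 at 37 °C on non-fermentable ethanol glycerol medium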
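Compounds are tested for their ability to restore growth of mitochondrial fusion-defective yeast strains at non-permissive 37C in YPEG medium over 48 hours. Viability is quantified by luciferase luminescence.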
TSHR antag: human thyrotropin receptor antagonism | 330,000 tested, 0.2% active | P16473 | activity change, negative = inhibition, % at 11.5 µM | TSHR-expressing cells, TSH-stimulated cAMP HTRF, 2 h; stronger effect = lower value;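 active means activity change below a set negative limit, meaning inhibition stronger than a set level, cut at about -70% in these data; inconclusive means activity change between two set negative limits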; further: on the % scale 0 is the no-effect control and ±100 the full control effect
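Competitive HTRF cAMP read-out (cryptate anti-cAMP antibody, cAMP-d2; 30 min, room temperature) in freshly harvested TSHR cells. Compounds added before TSH at EC80 (4nM final), followed by 2 hours' incubation at 37 deg C.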
TRPV1 agonist: agonists of human vanilloid receptor 1 (TRPV1); Q8NER1; TRPV1-expressing cells, Fluo-8 calcium influx, agonist mode; activation, % at 8.33 µM; 320,000 tested, 0.19% active; in the data active means activation above about 80%; inconclusive means between about 30% and that limit; further: 0% is about no effect
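TRPV1-expressing cells were cultured overnight at 35.5C and loaded with Fluo-8 calcium dye for 40 to 90 min at room temperature. After a 10 s baseline, compound was added and calcium influx was read kinetically for 3 min (ex 480/em 520 nm).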
USP2a inh: inhibitors of human ubiquitin-specific protease USP2a; USP2 core, Ub-CHOP2 coupled fluorogenic reporter, 485/531; Potency, µM (highest dose often 38.3 µM), for the others: top-dose activity change, negative = inhibition, most hits filed as inhibitors; 330,000 tested, 0.01% active; AID 463254;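 further: potency means the concentration at half of the fitted maximal effect; plate controls were DMSO wells for no effect and full inhibition by NEM control for full effect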
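Deubiquitinase activity read as fluorescence (485/531 nm) after Ub-CHOP2 cleavage activates the enterokinase reporter on its substrate; USP2 core 10nM, Ub-CHOP2 and substrate 25nM each, 30min compound preincubation then 60min RT; data normalized to NEM, curves fitted.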
ELG1 DNA repair: blocks ELG1-dependent DNA repair in HEK293T cells; HEK293T ELG1-luciferase reporter, luminescence, 16 h; DNA damage induced by 5-fluorouridine; Potency, µM (series often up to 46.1 µM), inactives show top-dose activity change, negative = inhibition, actives largely listed as inhibitors; 330,000 tested, 2.3% active; AID 504467; further: potency means the concentration at half of the fitted maximal effect; on the % scale 0 is the no-effect control and ±100 the full control effect; nearly all actives have a fitted effect of over 55% in size
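Step one: seed 2,000 cells per well. Step two: pin-transfer compound or DMSO alongside 5-fluorouridine. Step three: incubate 16 hr, 37 °C, 5% CO2. Step four: add ONE-Glo, wait 30 min, read luminescence.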
Eya2 inh: inhibitors of human Eya2 phosphatase activity | Potency, µM (series often up to 76.9 µM), for inactives: top-dose activity, negative = inhibition, usual class: inhibitors | 330,000 tested, 0.006% active | recombinant Eya2, OMFP fluorescence dephosphorylation (OMFP is methylfluorescein phosphate); further: potency means the concentration at half of the fitted maximal effect; on the % scale 0 is the no-effect control and ±100 the full control effect
Target sequence (O00167 whole entry, looked up): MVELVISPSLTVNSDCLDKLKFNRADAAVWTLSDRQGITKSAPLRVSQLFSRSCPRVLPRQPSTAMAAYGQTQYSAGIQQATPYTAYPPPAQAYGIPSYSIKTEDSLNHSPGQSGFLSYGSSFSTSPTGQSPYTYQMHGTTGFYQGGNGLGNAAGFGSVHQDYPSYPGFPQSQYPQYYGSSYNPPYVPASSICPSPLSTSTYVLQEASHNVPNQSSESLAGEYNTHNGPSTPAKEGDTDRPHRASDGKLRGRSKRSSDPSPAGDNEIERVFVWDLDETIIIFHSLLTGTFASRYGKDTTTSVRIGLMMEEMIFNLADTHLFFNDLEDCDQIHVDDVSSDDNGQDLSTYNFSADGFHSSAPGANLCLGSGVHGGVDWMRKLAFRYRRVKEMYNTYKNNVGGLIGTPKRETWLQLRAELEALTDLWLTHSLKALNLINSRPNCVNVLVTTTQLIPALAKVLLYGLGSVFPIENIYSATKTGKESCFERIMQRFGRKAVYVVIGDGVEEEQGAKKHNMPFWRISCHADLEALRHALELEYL
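Eya2 protein (added as 0.2 uM solution) was preincubated with compound for 10 min at ambient temperature in 50 mM HEPES pH 7.5, 50 mM NaCl, 5 uM MgCl2, 0.05% BSA, 1 mM DTT. OMFP (added at 50 uM) then reacted 10 min; fluorescence read at 485/525 nm.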
TCR activator: T cell receptor activation; AID 504894; Potency, µM (titrated, usually from 9.22 µM), for the others: at the top dose activation of IL-2 secretion, usual class: activators; primary human leukocytes, anti-CD3, IL-2 HTRF, 48 h; 330,000 tested, under 10 active; further: % of control where 0% means no effect
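1) Mix primary human leukocytes, a-CD3 beads and compound. 2) Incubate 48 hr. 3) Add HTRF IL-2 reagents (a-IL-2-K, a-IL-2-d2).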
KCNH2 WT inh: KCNH2 (human, wildtype) channel inhibition. activity change, % at 1.84 µM. 340,000 tested, 0.37% active. U2OS, BacMam KCNH2, thallium flux FluxOr; stronger effect = lower value;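 active means maximum activity change below -70%; inconclusive means maximum activity change between -70% and -50%; inactive means maximum activity change above -50%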; further: on the % scale 0 is the no-effect control and ±100 the full control effect
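U2OS cells were transduced with wild-type KCNH2 virus (2.03 x 10^8 / mL) for 4 h at room temperature, then cultured overnight at 37 C. Thallium flux was read with FluxOr dye. Rate constants were normalized to DMSO controls.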
* hit, by the source's call; ? = inconclusive; nt = not tested or not shown; [ ] = remark or other dose. Unless noted, the call rests on the fitted dose curve; in most records, active means well fitted curve in the direction sought with a large enough effect; inconclusive means small, poorly fitted or top-dose-only effect, or another doubt; inactive means no such curve, though single readings can be large; an effect the other way counts as inactive or inconclusive. This is a subset, so the mix of outcomes need not match the whole.

Molecule	ELG1 DNA repair	TCR activator	Eya2 inh	A-T KAP1 phos	USP2a inh	KCNH2 3.1 inh	TRPV1 agonist	TSHR antag	KCNH2 WT inh	Mito fusion yeast
O=C(CCSCCC(=O)NCc1cccs1)NCc1cccs1	3%	0%	0%	5%	1%	-5	-5	-6	-8	-5%
Cc1ccc(-c2ccc(=O)n(CCC(=O)N3CCN(Cc4ccccc4)CC3)n2)cc1	?	6%	-17%	15%	1%	-3	13	-2	1	0%
CCCCNC(=O)CCC(=O)NNc1nc2ccccc2c2nc(-c3ccccc3)nn12	-28%	-3%[46.1 µM]	3%	0%	-4%	-15	1	4	-2	-11%
S=C(NCc1ccco1)Nc1ccccc1	-4%	-1%	2%	2%	1%	5	6	-18	2	-10%
O=C(CNc1ccc(F)cc1Cl)Nc1cccc(S(=O)(=O)N2CCCCC2)c1	-28%	-3%	7%	1%	0%	-22	6	-41	-5	-11%
O=C(CNC(=O)c1nn(Cc2ccccc2)c(=O)c2ccccc12)Nc1ccc(F)c(F)c1F	?	-13%	-4%	-6%	-4%	-35	nt	4	1	nt
COc1ccc(S(=O)(=O)Nc2ccc3c(c2)C(=O)N([C@H](C)CO)C[C@H](C)[C@@H](CN(C)S(=O)(=O)c2ccc(F)cc2)O3)cc1	?	0%	-16%	0%	2%	-7	nt	-4	4	nt
CCN(CC(=O)Nc1ccccc1C(F)(F)F)C(=O)c1cccc(S(=O)(=O)N2CCN(C)CC2)c1	3%	5%	-24%	-4%	5%	-29	1	9	0	2%
COc1ccc(Cc2nnc(SC(C)C(=O)Nc3ccc(C(N)=O)cc3)o2)cc1 (configuration not stated)	-1%	-2%	-4%	4%	2%	-9	-2	-1	8	-6%
CCOC(=O)C1CCCN(C(=O)Nc2ccccc2)C1 (configuration not stated)	13%	4%	7%	nt	-1%	-73*	-3	9	5	-2%

No new results follow: an excerpt of the list.
Molecule	ELG1 DNA repair	TCR activator	Eya2 inh	A-T KAP1 phos	USP2a inh	KCNH2 3.1 inh	TRPV1 agonist	TSHR antag	KCNH2 WT inh	Mito fusion yeast
COc1ccc(Cc2nnc(SC(C)C(=O)Nc3ccc(C(N)=O)cc3)o2)cc1 (configuration not stated)	-1%	-2%	-4%	4%	2%	-9	-2	-1	8	-6%
CCOC(=O)C1CCCN(C(=O)Nc2ccccc2)C1 (configuration not stated)	13%	4%	7%	nt	-1%	-73*	-3	9	5	-2%

The listing continues.
Molecule	ELG1 DNA repair	TCR activator	Eya2 inh	A-T KAP1 phos	USP2a inh	KCNH2 3.1 inh	TRPV1 agonist	TSHR antag	KCNH2 WT inh	Mito fusion yeast
CCC(=O)Nc1ccc2c(c1)ncn2-c1ccc(C)cc1	?	-5%	1%	-1%	3%	2	0	-8	-15	11%
O=C(CCc1ccccc1)NC(=S)Nc1ccc(S(=O)(=O)N2CCOCC2)cc1	?	-4%	3%	3%	0%	7	-3	-14	1	21%
CCCC(=O)Nc1nn(CC(C)C)c2nc3cc(C)ccc3cc12	23%	4%	?	0%	1%	0	30	-6	-3	16%
COc1cc(C(c2sc3ncnn3c2O)N2CCN(c3ccccc3F)CC2)cc(OC)c1OC (configuration not stated)	-20%	3%	-2%	-2%	-7%	-3	-2	-10	-6	1%
COc1cc(C(=O)Nc2cc3c4c(c2)CC(=O)N4CCC3)cc(OC)c1OC	17%	0%	-7%	8%	-1%	-6	-3	-8	4	4%
CC1CC(C)CN(CCCNC(=O)c2ccc3c(SCC(=O)O)c4c(nc3c2)CCC4)C1 (configuration not stated)	6%	1%	-10%	-6%	0%	1	4	10	-2	-6%
CCc1c(C)c2c(C)nn(-c3ccccc3)c2[nH]c1=O	15%	-2%	21%	0%	0%	14	-1	5	2	-1%
Cc1cc(NC(=O)COn2nnc3ccc(Cl)cc32)no1	-22%	3%	-4%	0%	-1%	-5	14	6	4	0%
COc1ccc(-n2nc(C(=O)O)nc2-c2ccccc2)cc1	6%	-1%	-2%	2%	3%	2	2	-2	4	-1%
CC#C[C@@H](CC)c1ccc2ccn(C)c2c1	?	-26%	-14%	1%	0%	nt	2	4	nt	0%
COc1ccccc1N1CCN(C(=O)c2cc(C)on2)CC1	9%	-1%	3%	1%	1%	-6	9	-4	-3	-2%
O=C(NCc1cccnc1)c1c(F)c(F)c(F)c(F)c1F	-9%	0%	6%	-10%	1%	-5	-1	-4	-13	1%
COC(=O)Cn1c(=O)c2c(nc3n2CCCN3CCc2ccccc2)n(C)c1=O	?	-3%	-7%	-9%	0%	8	1	-6	-4	1%
COc1ccccc1N1CCN(CCCCCCOc2ccc(F)cc2)CC1	-23%	0%	11%	-2%	0%	?	1	9	-11	-4%
Cc1cc(C)n(-c2nc3ccccc3nc2N2CCCCCC2)n1	1%	-2%	-30%	-2%	-6%	-15	5	-6	2	-17%
Cn1c(SCC(=O)N2CCCc3ccccc32)nnc1-c1ccco1	1%	-5%	6%	-5%	-3%	8	-2	7	4	3%
COc1cc2nc(CN(C)CC(=O)Nc3ccc(N4CCOCC4)cc3)[nH]c(=O)c2cc1OC	?	0%	4%[15.4 µM]	4%	1%	10	-6	-24	7	3%
O=S(=O)(c1ccc(Cl)c(NC(=S)Nc2cccc(O)c2)c1)N1CCOCC1	17%	3%[46.1 µM]	-8%	-2%	2%	6	3	7	5	2%
O=C1CCCC(O)=C1C(C#Cc1ccccc1)C1=C(O)CCCC1=O	-7%	-5%	4%	-2%	4%	-2	-2	-7	-1	1%
O=C(NCC(c1ccco1)N1CCc2ccccc2C1)c1ccccc1Br (configuration not stated)	-1%	-21%	16%	4%	4%	-23	23	-12	-4	20%
Cn1cc(S(=O)(=O)CC(=O)Nc2ccc(Br)cc2)c2ccccc21	-9%	13%	-23%	-1%	-3%	-11	0	13	-14	1%
COc1cccc(C(=O)N2CCC(n3nccc3NC(=O)C3CCOC3)CC2)c1 (configuration not stated)	4%	7%	-2%	-3%	4%	0	2	7	6	2%
CCC(=O)NNC(=O)CCC(=O)Nc1ccc(C)cc1C	-10%	-1%	9%	10%	1%	9	-6	24	-6	-6%
O=Cc1ccc(N2CCCC2)c([N+](=O)[O-])c1	5%	-7%	-6%	-22%	2%	-8	0	-1	2	8%
CCCOc1ccc(C2CC(=O)NC2=O)cc1 (configuration not stated)	-12%	2%	-1%	4%[11.5 µM]	6%	4	1	0	4	3%
COc1ccc(-c2cc(C(=O)NCC(c3ccccc3)N(C)C)c3ccccc3n2)cc1OC (configuration not stated)	-19%	-4%	8%	7%	-1%	-25	3	-5	-9	-11%
Cc1ccc(-c2csc(NC(=O)c3ccc(Br)cc3)c2C(=O)O)cc1	?	-13%	3%	-12%	-5%	2	-5	-14	1	-19%
N#Cc1c(-n2cccc2)cccc1-n1cccc1	?	-1%	-15%	0%	-1%	12	2	-14	-21	0%
CCc1nc2ccc(C(=O)N3CCN(c4ccccc4)CC3)cc2nc1CC	-4%	-5%	-9%	-7%	-1%	-1	17	-11	20	1%
O=S(=O)(c1ccc(SCc2ccccc2)nc1)N1CCCCC1	17%	-8%	-9%	3%	1%	-44	15	-44	2	1%
Cc1ccc(NNc2c(C)nc3ccccc3nc2=O)cc1	?	-1%	7%	1%	1%	-7	1	7	-8	6%
CCOC(=O)c1ccc(Cn2c(-c3ccccc3)nnc2-c2ccccc2)o1	?	3%	-9%	3%	-1%	-3	16	-6	-6	3%
CCOC(=O)c1sc2nc[nH]c(=O)c2c1C	?	3%	-15%	nt	2%	-11	0	-3	-8	4%
CC(NC(=O)COC(=O)c1cc2ccccc2cc1O)c1ccccc1 (configuration not stated)	8%	-3%	7%	12%	0%	-16	-5	-3	-3	15%
CN(CC(=O)NC1CCCC1)S(=O)(=O)c1cnc[nH]1	24%	2%	2%	4%	-1%	4	-4	-6	-5	3%
Cc1nn(-c2ccccc2)c2sc(C(=O)N3CCOCC3)cc12	?	3%[46.1 µM]	-4%	6%	1%	13	?	-3	-20	8%
Cc1onc(-c2ccccc2Cl)c1C(=O)N(C)Cc1ccccc1	8%	9%	-4%	-2%	-1%	6	8	5	2	7%
